# TRb-SRC2 inh = disrupts binding of human TR beta to SRC2 | AID 1469 | TRbeta-SRC2 peptide binding, fluorescence polarization; receptor liganded with 1 µM T3 | P10828 | Potency, µM (highest dose often 106 µM), for inactives: top-dose activity change, negative = inhibition, usual class: inhibitors | 280,000 compounds, 0.065% hits;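 note: plate controls were bound peptide for no effect and peptide without receptor for full effect; nearly all actives have a fitted effect of over 50% in size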
#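 Human TRb LBD (0.6 uM) plus Texas Red-labeled SRC2 peptide (20 nM), 1uM T3, 5% DMSO, 5 hr at ambient temperature. Decreased polarization (555/632 nm) flags inhibition; data normalized to free and bound peptide controls.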
# TexasRed fluor = counter-screen for TRb-SRC2 inhibitors: fluorescence interference; TRb/SRC2 Texas Red total fluorescence interference; Potency, µM (series often up to 106 µM), without a hit: at the top dose fluorescence change, negative = quenching; 280,000 compounds, 0.29% hits; AID 1479; active = well fitted curve in either direction with a large enough effect; inconclusive = small, poorly fitted or top-dose-only effect
#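 Human TRb ligand-binding domain at 0.6 uM with 20 nM Texas Red SRC2 peptide in Tris buffer containing 1 uM T3 and 5% DMSO, incubated with compound 5 h at ambient temperature. Total fluorescence (555/632 nm) calculated as parallel + 2 × perpendicular.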
# RECQ1 inh = RECQ1 (human) helicase inhibition. AID 2549. Potency, µM (titrated, usually from 57.3 µM), for the others: top-dose activity, negative = inhibition, most hits filed as inhibitors. 240,000 compounds, 0.54% hits. P46063. RECQ1 DNA unwinding, red fluorescence kinetic read;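 note: plate controls were vehicle for no effect and no enzyme for full effect; nearly all actives have a fitted effect of over 30% in size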
#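 RECQ1T1 50 nM; forked duplex (20 bp + 30-nt ss tails) 200 nM, ATP 2 mM final; pH 8.0, 2 mM MgCl2, 2.5 ug/ml poly(dI-dC); 15 min compound preincubation; discontinuous kinetic read over 2 h at RT.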
# L3MBTL1 block = inhibitors of human L3MBTL1; Q9Y468; AlphaScreen L3MBTL1–H3K9me1 peptide binding; Potency, µM (series often up to 57.1 µM), for the others: at the top dose activity, negative = inhibition, actives largely listed as inhibitors; 230,000 compounds, 0.66% hits; AID 485360; note: nearly all actives have a fitted effect of over 60% in size
# Target sequence (Q9Y468 whole entry, looked up): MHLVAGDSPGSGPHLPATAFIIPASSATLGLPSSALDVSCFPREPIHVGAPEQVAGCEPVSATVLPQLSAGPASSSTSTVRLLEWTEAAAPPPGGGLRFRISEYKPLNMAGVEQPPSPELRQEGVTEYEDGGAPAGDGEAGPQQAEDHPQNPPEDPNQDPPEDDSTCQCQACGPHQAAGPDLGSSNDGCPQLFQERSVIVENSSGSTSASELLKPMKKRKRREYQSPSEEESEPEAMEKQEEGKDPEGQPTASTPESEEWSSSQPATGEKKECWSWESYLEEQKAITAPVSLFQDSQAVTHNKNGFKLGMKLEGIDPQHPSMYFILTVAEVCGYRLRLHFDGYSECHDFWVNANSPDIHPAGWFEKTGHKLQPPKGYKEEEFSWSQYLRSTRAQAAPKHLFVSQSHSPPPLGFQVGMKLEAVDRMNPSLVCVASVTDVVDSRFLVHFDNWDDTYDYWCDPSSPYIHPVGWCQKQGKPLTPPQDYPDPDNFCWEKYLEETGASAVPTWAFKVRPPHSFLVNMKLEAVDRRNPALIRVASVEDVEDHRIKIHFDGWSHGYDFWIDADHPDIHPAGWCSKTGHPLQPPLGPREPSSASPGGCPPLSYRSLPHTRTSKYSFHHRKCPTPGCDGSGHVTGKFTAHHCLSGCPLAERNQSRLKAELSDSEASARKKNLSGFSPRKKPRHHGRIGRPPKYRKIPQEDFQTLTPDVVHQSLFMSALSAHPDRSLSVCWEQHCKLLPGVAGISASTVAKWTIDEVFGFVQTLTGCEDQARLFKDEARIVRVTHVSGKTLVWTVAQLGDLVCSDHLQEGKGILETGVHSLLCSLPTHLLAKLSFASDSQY
#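 L3MBTL1 50 nM + b-AHA-H3(1-15)K9me1 75 nM, 30 min RT; compound added, 30 min RT; streptavidin donor/Ni-chelate acceptor beads 10 ug/mL each final, 30 min RT dark; AlphaScreen read.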
# GAA spleen mod = inhibits or activates alpha-glucosidase in human spleen homogenate; human spleen homogenate, 4-MU-alpha-glucoside fluorescence; 240,000 compounds, 0.006% hits; P10253; Potency, µM (highest dose often 79.9 µM), without a hit: at the highest dose activity change, negative = inhibition, usual class: inhibitors;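 note: 0% = enzyme with vehicle and -100% = no enzyme basal signal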
#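 Human spleen homogenate (1 ug) incubated with compounds and 1 mM 4-methylumbelliferyl-alpha-D-glucopyranoside in pH 5.0 citrate/phosphate buffer, 37 C, 40 min. Stopped at pH 10; 4-MU fluorescence (Ex 365/Em 440 nm); AC50 by Hill fit.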
# GAA glycogen mod = GAA glycogen-cleavage inhibition or activation; P10253; recombinant GAA, glycogen substrate, Amplex Red glucose oxidase fluorescence; Potency, µM (series often up to 76.4 µM), for the others: top-dose activity change, negative = inhibition, actives largely listed as inhibitors; 300,000 compounds, 0.38% hits; AID 2100;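 note: 0% = full enzyme reaction and -100% = no-enzyme basal signal; the screen sought inhibitors and activators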
#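 Recombinant human alpha-glucosidase (4 nM final) hydrolysed bovine liver glycogen (30 ug) for 40 min at 37 C in pH 5.0 citrate/phosphate with 0.01% Tween-20. Released glucose detected by glucose oxidase/Amplex Red, Ex 573/Em 610 nm. Compounds up to 77 uM; AC50 from Hill fits.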
# RGS12 GoLoco inh = blocks human Gai1 binding to RGS12 GoLoco peptide, red readout | Gai1:RGS12 GoLoco peptide FP, rhodamine, 10 min | Potency, µM (highest dose often 61.6 µM), without a hit: at the top dose activity, negative = inhibition, usual class: inhibitors | 230,000 compounds, 0.44% hits | AID 880; active = well fitted inhibition curve with a large enough effect, not every such curve was filed as active; inactive = no such curve, though single readings can be large or run the other way; note: nearly all actives have a fitted effect of over 30% in size; many of its hits are not listed in these tables
# GAA inhib = blocks human lysosomal alpha-glucosidase; P10253; purified human GAA, 4-MU-alpha-glucoside fluorescence; Potency, µM (highest dose often 76.9 µM), for inactives: top-dose activity change, negative = inhibition, hits mostly inhibitors; 200,000 compounds, 0.005% hits; AID 1466;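 note: plate controls were uninhibited enzyme wells for no effect and no-enzyme background for full effect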
#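 Human alpha-glucosidase, 4 nM, pre-mixed with test compounds before 400 uM 4-methylumbelliferyl substrate; 20 min room temperature at pH 5.0. Fluorescence read after pH 10 stop; AC50 values from Hill-equation fits.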
# Starred values were filed as active, the others as inactive; i = inactive; ? = inconclusive; / = not tested or not shown; & = joins results of further samples; [ ] = remark or other dose. Unless noted, calls come from the whole dose curve; as a rule, active = well fitted curve in the direction sought with a large enough effect; inconclusive = small, poorly fitted or top-dose-only effect, or another doubt; inactive = no such curve, though single readings can be large; an effect the other way counts as inactive or inconclusive. Unless noted, % is set by controls: 0 for no effect and ±100 for the full control effect; potency is the fitted concentration of half-maximal effect. This is a subset; count on the stated rates, not on these rows.
SMILES,TRb-SRC2 inh,TexasRed fluor,RECQ1 inh,L3MBTL1 block,GAA spleen mod,GAA glycogen mod,RGS12 GoLoco inh,GAA inhib
CCN(CC)S(=O)(=O)c1cc(NC(=O)C2Cc3ccccc3C(=O)O2)ccc1C (stereo not drawn),-8%,1%,-10%,/,3%,-1%,4%,/
O=C(O)[C@H]1CCCN(CCC=C(c2ccccc2)c2ccccc2)C1,-6%,-1%,1%,/,18%,/,1%,/
CCCSc1nnc(N)s1,-4%,0%,-4%,5%,2%,-1%,4%,-8%
Cc1noc(C)c1COc1cccc(C(=O)OC(C)C#N)c1 (stereo not drawn),0%,0%,1%,26%,5%,0%,8%,5%
CCOC(=O)Cn1cc(C#N)c2ccccc21,3%,-1%,1%,3%,4%,9%,-2%,-1%
CC(=O)c1ccc(NC(=S)NCCCN2CCOCC2)cc1,8%,-2%,i,-4%,4%,15%,8%,14%
COc1c(O)cc2oc(-c3ccc(O)c(O)c3)cc(=O)c2c1O,21%&6%,?,8.9µM*,/,-2%&-2%,10µM*,-2%,/
COc1ccc(Oc2ccc(N/C=C3\CCCC3=O)cc2)cc1,-3%,-3%,-7%,1%,-1%,6%,-16%,0%
COCCNC(=O)NC(=O)COC(=O)Cc1ccc2c(c1)OCCO2,-4%,-7%,-2%,3%,13%,6%,5%,-9%
CC(=O)C1C(c2ccc(F)cc2)c2c(noc2C)CC1(C)O (stereo not drawn),3%,0%,12%,-1%,3%,11%,0%,/
Cc1ccc(-c2nn(CC(=O)NCc3cc(-c4nn(C)c(=O)c5ccccc45)ccc3C)c(=O)c3ccccc23)cc1,-4%,-8%,i,/,-1%,0%,8%,-1%
CN(C)/C=C/C(=O)c1cnc(-c2ccc(Cl)cc2)s1,4%,-3%,-5%,-18%,-1%,3%,4%,2%
N#Cc1cc(-c2ccccc2)nnc1Sc1ccccc1,-20%,-3%,-12%,/,6%,7%,5%,5%
COc1ccc(Cl)cc1NC(=O)CN(C(=O)c1ccco1)C1CCCCC1,1%,1%,6%,-16%,8%,-13%,-1%,3%
COC(=O)CN1C(=O)C2(C(C#N)=C(N)Oc3cc(C)oc(=O)c32)c2ccccc21 (stereo not drawn),-7%,2%,2%,-8%,-3%,-21%,1%,3%
CC(CNC(=O)CCS(=O)(=O)c1cc2c(cc1Cl)NC(=O)CO2)c1ccccc1 (stereo not drawn),1%,5%,/,-3%,/,10%&13%[76.3 µM],/,/
Clc1nc2c(ccc3ccccc32)[nH]1,8%,-2%,0%,9%,0%,-8%,9%,/
Cc1nc2c(c(N3CCOCC3)n1)OCC(=O)N2,-4%,-2%,-8%,5%,0%,6%,/,2%
O=C(Nc1ccc2c(c1)OCO2)c1ccccc1SCC(=O)N1CCCC1,-8%,1%,-15%,8%,-14%,3%,-2%,-4%
Cc1cccc(N=Nc2c(O)[nH]c3ccc(F)cc23)c1,5%,0%,1%,/,-3%,-6%,4%,-8%
C/C(=N/NC(=O)CSc1nc2ccccc2s1)c1ccncc1,-3%,-1%,16%,6%,0%,3%,5%,-10%
O=C(Nc1ccc(N2CCN(C(=O)c3ccco3)CC2)c(Cl)c1)c1cc2ccccc2o1,9%,-2%,-3%,-6%,-7%,-8%,2%,3%
NNC(=O)CNC(=O)C12CC3CC(CC(C3)C1)C2,10%,1%,21%,-12%,-1%,12%,-29%,7%
CCS(=O)(=O)N1Cc2ccccc2CC1C(=O)N1CCN(c2cccc(C)c2C)CC1 (stereo not drawn),3%,-1%,i,-10%,-6%,-7%,-39%,-5%
COc1cccc(C(=O)COC(=O)CCC(=O)NC2CCCCC2)c1,-6%,1%,25%,4%,6%,11%,2%,2%

# Reprinted from the part before: 4 compounds; new compounds follow.
SMILES,TRb-SRC2 inh,TexasRed fluor,RECQ1 inh,L3MBTL1 block,GAA spleen mod,GAA glycogen mod,RGS12 GoLoco inh,GAA inhib
O=C(Nc1ccc(N2CCN(C(=O)c3ccco3)CC2)c(Cl)c1)c1cc2ccccc2o1,9%,-2%,-3%,-6%,-7%,-8%,2%,3%
NNC(=O)CNC(=O)C12CC3CC(CC(C3)C1)C2,10%,1%,21%,-12%,-1%,12%,-29%,7%
CCS(=O)(=O)N1Cc2ccccc2CC1C(=O)N1CCN(c2cccc(C)c2C)CC1 (stereo not drawn),3%,-1%,i,-10%,-6%,-7%,-39%,-5%
COc1cccc(C(=O)COC(=O)CCC(=O)NC2CCCCC2)c1,-6%,1%,25%,4%,6%,11%,2%,2%
NC(=O)CSc1ccc(-c2ccc(F)cc2)nn1,-8%,0%,i,7%,1%,1%,1%,-1%
CCN1CN(Cc2ccco2)CNC1=S,3%,-2%,i,-3%,4%,-4%,9%,9%
O=C(O)Cc1sc(Nc2ccccc2)nc1-c1cccs1,3%,0%,12%,/,2%,-29%,79%[activator],/
O=C(CCn1cccc1)Nc1ccc(OC(F)(F)F)cc1,-5%,-7%,-6%,/,0%,-3%,-2%,-5%
CCN1/C(=C/C(=O)c2ccco2)Sc2ccccc21,-4%,-8%,-9%,28%,-8%,-7%,28%,-8%
COc1cccc(CNC(=O)CCC2CCCN(C(=O)c3cc(C)on3)C2)c1 (stereo not drawn),1%,-3%,i,10%,4%,-2%,0%,7%
COC(=O)C1=C(C(=O)OC)SC2(S1)C(C(=O)OC)=C(C(=O)OC)SC1=C2c2cccc(C)c2NC1(C)C,2%,-8%,-12%,/,-15%,-5%,-3%,-15%
CN(Cc1ccon1)C(=O)CC1C(=O)NCCN1CC1CCCCC1 (stereo not drawn),-5%[53 µM],0%[53 µM],-16%,5%,-9%,3%,7%,3%
CCCCNC(=O)CSc1nc2cc3c(cc2c(=O)n1CCCN(CC)CC)OCO3,1%,-5%,-1%,-2%[11.4 µM],4%,-1%,2%,1%
c1ccc(Oc2nc(NC3CCCCC3)c3[nH]cnc3n2)cc1,-5%,-2%,i,/,-4%,/,0%,/
CCCC1S/C(=N/N=C/c2ccco2)NC1=O (stereo not drawn),11%,-6%,-3%,1%,2%,2%,17%,4%
O=C1c2ccccc2C(=O)N1CCCC(=O)N1CCCc2ccccc21,-10%,-1%,-3%,3%,-4%,1%,22%,-4%
COc1cc(/C=C/C(=O)Nc2nc3ccc(S(=O)(=O)NC(C)C)cc3s2)cc(OC)c1OC,2%,-7%,-3%,18%,-1%,8%,-8%,1%
COc1cccc(NC(=O)c2nnn(Cc3ccc(Br)cc3F)c2N)c1,-17%,-4%,-2%,4%,-17%,3%,-5%,3%
CC(C)CNc1oc(-c2ccco2)nc1C#N,-1%,-1%,-1%,-1%,-1%,?,1%,0%
COc1ccccc1C1C(C(C)=O)=C(C)N=c2s/c(=C\c3cc(OC)c(OC)c(OC)c3)c(=O)n21 (stereo not drawn),1%,-1%,-4%,-20%,-6%,-4%,2%,-11%
CCCN(CCC)CCNC(=O)c1cc2c(C)nc3ccccc3c2o1,-1%,-6%,10%,2%,-5%,3%,3%,-4%
Cc1ccc2cn[nH]c2c1[N+](=O)[O-],-1%,0%,1%,-22%,/,3%,10%,-11%
COCCNc1nc(-c2ccccc2)nc2c1oc1ccccc12,-5%,-1%,-6%,/,2%,-4%,-1%,/
Cn1c(CSc2nnc(SCc3ccccc3)s2)nc2ccccc21,6%,-2%,-6%,3%,0%,-11%,6%,?
COc1ccc(-c2nc3ccc(N4CCCC4)cc3c(=O)[nH]2)cc1OC,-7%,-1%,i,1%,-5%,3%,-7%,7%
CN1c2ccccc2C(O)=C(C(=S)Nc2ccc(Cl)cc2)S1(=O)=O,-9%,0%,-11%,-4%,-13%,-18%,0%,-5%
O=C(C1CC1(c1ccccc1)c1ccccc1)N1CCOCC1 (stereo not drawn),-7%,1%,-12%,-5%,-3%,0%,3%,-3%
CCC(C)(C(=O)NC1CCCCC1)N(Cc1ccco1)C(=O)c1cnccn1 (stereo not drawn),0%,-1%,-16%,-6%,2%,0%,1%,-2%
CCCNC(=O)c1ccc(SCC(=O)N(CC)CC)c([N+](=O)[O-])c1,4%,0%,-9%,/,4%,5%,-5%,-1%
# Next compounds.
SMILES,TRb-SRC2 inh,TexasRed fluor,RECQ1 inh,L3MBTL1 block,GAA spleen mod,GAA glycogen mod,RGS12 GoLoco inh,GAA inhib
O=C(Oc1ccc[nH]c1=O)c1cc([N+](=O)[O-])cc([N+](=O)[O-])c1,-5%,-2%,10%,-5%,2%,?,4%,-1%
CC1CCCN(S(=O)(=O)c2ccc(NC(=O)CCN3C(=O)c4ccccc4C3=O)cc2)C1 (stereo not drawn),-2%,1%,i,-6%,-21%,-2%,/,1%
CNC(=S)N1CCc2cc(OC)c(OC)cc2C1COc1ccc(OC)cc1 (stereo not drawn),-2%,-5%,i,/,1%,-5%,-5%,-31%
CCOc1cc(-n2ncc(C#N)c2N)nc(SC)n1,-10%,-2%,0%,-2%,-3%,4%,7%,2%
CCc1c(C(=O)OC)nnc2cc(C)nn12,-4%,-1%,-1%,/,-10%,-2%,-13%,4%
OCCCNC(=S)Nc1ccc(Nc2ccccc2)cc1,-8%,-7%,i,-11%[11.4 µM],1%,14µM*,8%,-8%
O=C(NCC1CCCCN1)c1cc(OCC(F)(F)F)ccc1OCC(F)(F)F (stereo not drawn),3%&5%&1%&-7%,1%&-1%&-3%&0%,7%&0%&3%,9%,4%&-10%&1%&-4%,4%,-8%&12%&2%&4%,-5%[15.4 µM]
CC(=O)Nc1ccc(S(=O)(=O)NNC(=O)COc2cccc3ccccc23)cc1,-9%,-1%,-3%,2%,7%,-3%,-5%,1%
CC(=O)NC1=NN(C(C)=O)C(C)(c2cccc([N+](=O)[O-])c2)S1 (stereo not drawn),0%,-2%,i,0%,/,5%,0%,-6%
CCC(c1nnnn1CCc1ccccc1)N(Cc1ccco1)Cc1cc2cccc(C)c2[nH]c1=O (stereo not drawn),0%,1%,-7%,/,2%,-7%,11%,-10%

# Source: PubChem (National Center for Advancing Translational Sciences (NCATS))
